Runt-SMMHC FRET – inhibitors of human RUNX1 Runt domain binding to CBFb-SMMHC | Q01196+Q13951 | inhibition, % at 20 µM | Cerulean-Runt/Venus-CBFb-SMMHC FRET ratio 530/480, 1 h | actives 0.74% (n = 220,000);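 active = mean inhibition across duplicate retests at 20 µM reaching about 50%, limit read from the data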;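 also: 0% = DMSO wells and 100% = wells with excess untagged CBFb-SMMHC; inhibitors lower the FRET ratio by blocking Runt binding to CBFb-SMMHC; some results filed as inactive read as strong as hits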
14-3-3 Bad inh – disrupts binding of bovine 14-3-3 zeta to phospho-Bad peptide; TR-FRET 14-3-3zeta/Dy647-pBad peptide displacement, 1 h; inhibition, % at 21.7 µM; actives 0.71% (n = 220,000);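 active = inhibition above about 70%, limit read from the data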;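 also: 0% = full 14-3-3 plus peptide FRET controls and 100% = background without 14-3-3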
Target sequence (P63103 whole entry, looked up): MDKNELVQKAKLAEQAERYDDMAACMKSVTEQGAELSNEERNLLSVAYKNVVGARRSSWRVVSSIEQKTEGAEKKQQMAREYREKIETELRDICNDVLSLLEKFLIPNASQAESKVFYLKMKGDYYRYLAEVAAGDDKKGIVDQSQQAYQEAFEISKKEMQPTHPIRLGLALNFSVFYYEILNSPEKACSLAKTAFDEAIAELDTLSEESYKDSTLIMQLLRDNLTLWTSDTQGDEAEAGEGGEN
FXIIa inh – inhibitors of human coagulation factor XIIa. inhibition, % at 5 µM. AID 800. purified FXIIa, Boc-QGR-AMC fluorogenic substrate, 2 h. actives 0.3% (n = 220,000); in the data active = inhibition above about 40%;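 also: 0% = enzyme with no compound and 100% = blank without enzyme; many of its hits are not listed in these tables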
hK5 inh – kallikrein 5 (human) inhibition; inhibition, % at 5 µM; actives 0.59% (n = 210,000); Q9Y337; recombinant hK5, fluorogenic AMC substrate cleavage; AID 873;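 active = inhibition of 40% or more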;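 also: 0% = enzyme controls without compound and 100% = no-enzyme blanks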
Hck Nef HTS – blocks Nef-activated human Hck kinase; Recombinant Hck-YEEI plus Nef, Z-Lyte FRET kinase assay; inhibition, % at 20 µM; actives 0.68% (n = 220,000);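 active = Hck-Nef kinase inhibition above about 50%, limit read from the data; inactive = inhibition below that limit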;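 also: 0% = DMSO with Hck plus Nef and 100% = Hck alone without Nef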
Wee1 stabilizer – human Wee1 degradation inhibition, primary screen | P30291 | HeLa Luc-Wee1K328M stability, luciferase luminescence; 100% = proteasome inhibitor MG132 effect | reporter increase, % at 5 µM | actives 1.2% (n = 220,000) | AID 1321;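 active = activation above the mean of all tested compounds plus 3 SD, set per screening run, cut at about 8.8% in these data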;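 also: cells exposed to compound for 20 h before luminescence read; 0% = DMSO alone and 100% = MG132 at 30 µM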
Runt-CBFb FRET – Runt domain-CBFb interaction inhibition. Q01196+Q13951. Cerulean-Runt/Venus-CBFb FRET ratio 530/480, 1 h. inhibition, % at 20 µM. actives 0.46% (n = 220,000). AID 1496;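 active = inhibition over about 50% at 20 µM in the single-dose screen, limit read from the data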;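 also: 0% = DMSO wells and 100% = excess unlabeled CBFb competitor control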
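Buffer or medium: Tris pH 7.5 buffer with BSA. Assay system: Cerulean-labeled Runt domain protein. Amount: each fluorescent fusion protein 100 nM. Read-out basis: loss of energy transfer signal. Incubation: 1 h compound exposure, room temperature. Probe or stimulus: Venus-CBFb binding partner, 100 nM. Detection: FRET, excitation 422 nm, emission at 530 and 480 nm.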
FXIa inh 1536 – factor XIa (human) inhibition | purified FXIa, Boc-Glu-Ala-Arg-AMC fluorogenic substrate | inhibition, % at 5 µM | actives 0.14% (n = 220,000) | AID 798;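 active = inhibition of at least 40%; inactive = inhibition below 40%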;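 also: fluorescence of freed AMC excited at 355 nm; 0% = enzyme without compound and 100% = no enzyme blank; many of its hits are not listed in these tables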
Target sequence (P03951 19-387 limits assumed): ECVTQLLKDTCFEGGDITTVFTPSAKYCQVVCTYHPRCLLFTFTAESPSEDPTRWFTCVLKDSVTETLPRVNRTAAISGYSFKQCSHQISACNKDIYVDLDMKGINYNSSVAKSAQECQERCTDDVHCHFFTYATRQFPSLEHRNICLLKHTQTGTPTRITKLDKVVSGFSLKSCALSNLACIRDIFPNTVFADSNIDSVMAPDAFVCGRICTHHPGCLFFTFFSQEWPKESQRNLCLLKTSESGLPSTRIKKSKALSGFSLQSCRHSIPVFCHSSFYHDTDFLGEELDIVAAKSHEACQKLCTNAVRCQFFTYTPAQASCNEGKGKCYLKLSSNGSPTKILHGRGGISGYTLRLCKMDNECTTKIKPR
Target sequence (P03951 388-625 limits assumed): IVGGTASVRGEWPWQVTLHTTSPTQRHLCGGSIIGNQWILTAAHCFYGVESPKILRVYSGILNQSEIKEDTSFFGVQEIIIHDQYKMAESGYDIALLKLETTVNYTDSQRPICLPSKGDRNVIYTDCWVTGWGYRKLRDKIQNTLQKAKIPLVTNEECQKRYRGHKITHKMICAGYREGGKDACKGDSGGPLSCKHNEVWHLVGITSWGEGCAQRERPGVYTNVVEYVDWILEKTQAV
thrombin 1536 – inhibitors of human thrombin | P00734 | alpha-thrombin, Boc-VPR-AMC fluorogenic substrate cleavage | inhibition, % at 5 µM | actives 0.26% (n = 220,000) | AID 1046;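 active = inhibition at or above 40%; inactive = inhibition below 40%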;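 also: 0% = enzyme with no compound and 100% = wells without enzyme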
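System – human alpha-thrombin protein · Reagent – Boc-VPR-AMC substrate, 15 µM final · Compound – 5 µM single dose in 0.2% DMSO · Schedule – reaction at room temperature · Technique – AMC fluorescence at 355 nm excitation and 460 nm emission · Read-out basis – % inhibition relative to enzyme controls and enzyme-free blanks · Control set – no-compound enzyme wells and no-enzyme blanks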
* marks the source's active call; other numbers are inactive results; x = no result given; [ ] = another dose, or the depositor's remark.

SMILES	Runt-SMMHC FRET	14-3-3 Bad inh	FXIIa inh	hK5 inh	Hck Nef HTS	Wee1 stabilizer	Runt-CBFb FRET	FXIa inh 1536	thrombin 1536
O=C(Nc1nccs1)C1CCCCN1S(=O)(=O)c1ccccc1 (stereo not drawn)	2.8	2.1	11.7	2.7	23.1	-3.1	-1.4	2.2	3.3
Cn1c(=O)c2c(nc(SCC(=O)c3ccc(F)cc3)n2C)n(C)c1=O	x	0.2	3.9	-0.1	21.1	-0.2	x	-3.3	-15.4
NCC(=O)c1cccc2ccc[n+]([O-])c12	1.4	2.9	7.5	2.4	4.6	-0.9	0.5	-7.6	-1.9
O=C(c1ccco1)N1CCN(S(=O)(=O)c2cccc([N+](=O)[O-])c2)CC1	1.1	-9.2	8.7	x	1.8	2.3	-0.7	0.8	-2.6
Cc1cc(C(=O)CSc2nnc(Cc3ccccc3)o2)c(C)n1Cc1ccc2c(c1)OCO2	-3.9	-3.3	15.5	3.1	2.0	-1.3	6.2	6.5	-0.3
COc1ccc(N(CC(=O)N2c3ccccc3CC2C)S(=O)(=O)c2c(C)nn(C)c2C)cc1 (stereo not drawn)	-1.7	-3.4[fluorescence artefact?]	11.1	-12.1	0.2	-2.3	-6.5	4.3	-0.4
CN1CCN(c2nnc(-c3cccs3)c3ccccc23)CC1	-2.5	-2.9	7.1	0.1	-1.1	-1.4	1.4	3.3	-3.4
COc1cccc(CNn2c(-c3cccc(C)c3)nc3ccccc3c2=O)c1O	0.7	11.8	-3.9	-23.5	0.0	0.7	-0.2	-9.7	-9.7
Cc1cc(C)c2oc(-c3ccc(Cl)c(NC(=O)c4ccc(C#N)cc4F)c3)nc2c1	-1.2	-3.2	-3.4	-0.7	9.9	-0.2	0.2	-9.9	-4.9
COc1ccc(OCC(O)CN(C2CCCCC2)C2CCCCC2)cc1 (stereo not drawn)	3.4	3.8[fluorescence artefact?]	-13.7	1.5	-3.7	-1.6	1.6	-3.7	-14.1
O=C(CSc1nc(-c2ccco2)cc(C(F)(F)F)n1)NCCc1ccccc1	-4.2	3.5	-4.9	0.1	13.4	1.4	-7.7	-5.0	-8.5
NC1=C(Br)C(=O)c2ccccc2C1=O	-2.9	2.2	7.1	-4.1	3.8	-0.3	-1.5	7.9	-1.4
O=C(NNc1c2ccccc2nc2ccccc12)c1ccc(O)cc1O	48.4	14.2[fluorescence artefact?]	5.4	6.1	0.0	1.1	13.2	8.2	1.6
CCCCN(CC)CCCNC(=O)c1cn(CC)c2ccc(S(=O)(=O)N3CCc4ccccc4C3)cc2c1=O	3.2	1.2	5.7	6.9	22.1	6.2	-1.8	2.2	-7.0
Cc1ccc(C)c(OCC(=O)Nc2ccc(N3CCOCC3)cc2)c1	-0.4	20.6	21.3	1.7	20.7	-3.1	-0.2	3.3	2.1
O=C(c1cccs1)N1CCN(C(=O)N2CCOCC2)CC1	-1.1	-12.3	-4.8	-8.9	3.4	-0.7	-1.1	4.9	-2.8
CC(NC(=O)Nc1ccc(F)cc1)C(c1cccs1)N1CCCC1 (stereo not drawn)	1.6	-4.4	-5.0	-9.6	1.9	-4.6	2.2	-2.2	-7.7
CCCCN(CC)CCCNC(=O)C1c2ccccc2C(=O)N(C)C1c1cn(C)c2ccccc12 (stereo not drawn)	1.8	-5.5[fluorescence artefact?]	9.7	-3.7	-1.4	-1.1	-1.2	-2.1	3.2
CS(=O)(=O)Nc1ccc(C(=O)N2CCN(c3ccccc3)CC2)cc1	-2.1	0.7	15.7	-1.0	-0.4	-1.8	-0.4	3.0	-0.8
COc1ccc(CCNC(=O)CN(c2ccc(OC)cc2)S(C)(=O)=O)cc1	0.5	7.7	6.4	2.2	7.2	3.7	-0.7	1.5	x
CC(/C=C/c1ccccc1)=N\NC(=O)Cn1cncn1	1.9	-1.0	5.4	-0.8	-11.0	-2.5	0.4	0.2	-2.6
O=C(COC(=O)CNC(=O)c1ccccc1)Nc1ccc(S(=O)(=O)N2CCOCC2)cc1	-4.1	-9.3	4.8	-1.9	15.5	2.4	2.1	-7.2	-18.9
O=C(Nc1ccccc1)c1nsnc1C(=O)Nc1ccccc1	3.4	-17.5	5.8	-2.9	18.1	-1.2	-3.2	-2.0	-8.2
CCOc1ccccc1NC(=O)N1CCC(NC(=O)c2ccccc2C)CC1	2.4	6.5	6.2	1.2	-1.3	-0.8	0.2	-5.5	-5.0
O=C(NC(=S)Nc1ccc(N2CCOCC2)cc1)c1cncc(Br)c1	4.6	-9.6[fluorescence artefact?]	7.0	-5.3	1.7	1.6	1.1	7.1	0.2

2 entries from above, as comma-separated lines:
SMILES,Runt-SMMHC FRET,14-3-3 Bad inh,FXIIa inh,hK5 inh,Hck Nef HTS,Wee1 stabilizer,Runt-CBFb FRET,FXIa inh 1536,thrombin 1536
COc1cccc(CNn2c(-c3cccc(C)c3)nc3ccccc3c2=O)c1O,0.7,11.8,-3.9,-23.5,0.0,0.7,-0.2,-9.7,-9.7
Cc1cc(C)c2oc(-c3ccc(Cl)c(NC(=O)c4ccc(C#N)cc4F)c3)nc2c1,-1.2,-3.2,-3.4,-0.7,9.9,-0.2,0.2,-9.9,-4.9

More results:
SMILES	Runt-SMMHC FRET	14-3-3 Bad inh	FXIIa inh	hK5 inh	Hck Nef HTS	Wee1 stabilizer	Runt-CBFb FRET	FXIa inh 1536	thrombin 1536
CN(C)c1ccnc(C(=O)O)c1	2.3	33.3	12.8	5.3	21.9	0.7	2.9	-0.2	-2.1
CSCC[C@H](NC(=O)OC(C)(C)C)c1nnc(SCc2ccc(F)cc2)o1	-5.1	x	14.4	-4.2	0.4	-2.6	-2.6	0.5	-3.8
COc1ccccc1S(=O)(=O)Cc1ccc(C(=O)N2CCN(c3ccccn3)CC2)o1	-5.5	-11.8	27.0	-8.3	-2.9	-3.7	0.4	28.0	1.3
COc1ccc(Cl)cc1C(=O)NCc1cn(C)nc1C	-3.5	11.8	14.2	3.6	0.8	-1.9	x	3.1	-7.6
COc1ccc(C(C)=O)cc1COc1ccc(Cl)c(C)c1	3.7	-0.6	3.3	-3.3	2.7	1.8	-1.3	-2.5	-7.4
CCn1cc(C(=O)Nc2ccc(NC(=O)c3ccco3)cc2)c(=O)c2ccc(C)nc21	-1.6	14.8	5.7	-5.7	4.7	-0.6	2.4	10.4	-1.2
COc1ccc2c(c1)CCN1C2CCN2C(=O)CCC21 (stereo not drawn)	1.4	-2.0	5.7	3.3	7.2	-0.4	4.9	-5.3	-3.8
Cc1ccccc1-n1cnnc1SCC(=O)Nc1cccnc1Cl	-5.7	6.2	9.6	1.5	13.5	15.1*	-2.6	-3.0	-16.8
Cn1cc(-c2ccccc2)cc(C#N)c1=O	-1.3	-0.8	4.1	-19.9	25.6	1.5	0.2	-1.9	-12.3
NC(=O)c1c(-c2ccccc2)oc2ccc(O)cc12	2.0	-6.3	17.4	17.7	1.6	-3.5	4.0	5.7	-0.1
COc1cccc2cc(C(C)=O)c(=O)oc12	-0.9	36.4	14.6	-5.5	3.6	-2.1	2.9	1.5	-0.1
O=C(c1ccc(-c2ccccc2)cc1)N1CCN(c2ncccn2)CC1	34.0	-10.9	-4.2	17.2	0.9	-1.5	-0.8	-6.9	-8.2
CC(C)CC(c1nnnn1C(C)(C)C)N1CCN(C2CCCC2)CC1 (stereo not drawn)	-3.7	56.2[fluorescence artefact?]	1.0	3.6	0.2	-0.8	0.1	2.3	2.1
COC(=O)c1cc(OC)c(OC)cc1NC(=O)CCCCCN1C(=O)CCC1=O	-1.1	-6.6	5.2	-9.3	0.0	-0.7	-0.6	0.7	-0.5
O=C(Nc1cccc(F)c1)/C(=C\c1cccnc1)NC(=O)c1ccco1	0.9	-4.7	9.0	x	-0.6	2.8	-1.0	-0.3	-0.9
O=C1C=CC(=O)N1c1cccc(-c2ccccc2)c1	73.2*	8.4	-4.4	0.8	-38.0	0.3	38.2	-4.1	-4.9
Cn1c(=O)oc2cc(S(=O)(=O)N3CCCC3)ccc21	0.1	3.2	16.9	-6.8	2.5	0.0	2.5	7.5	0.0
O=C(O)Cn1ncn(-c2ccc(OC(F)(F)F)cc2)c1=O	-0.7	-13.4	7.6	-6.7	18.4	-0.1	-1.1	-8.8	-5.4
O=C(CSc1nnc(-c2cccs2)n1Cc1ccccc1)NCc1ccc2c(c1)OCO2	-1.1	-1.4	11.7	-8.3	1.9	-3.1	2.2	0.9	1.8
CCCc1ccc(C(C)NC(=O)c2cnccn2)cc1 (stereo not drawn)	-0.4	-5.3	18.1	-13.1	-0.1	-2.7	0.0	-7.0	3.1
COc1ccc(C(C)=O)cc1COc1nc(C)nc2ccccc12	-0.3	-5.2	7.2	18.3	1.1	6.3	-0.7	1.0	-2.4
CC(NC(=O)CC(O)(C(F)(F)F)C(F)(F)F)c1ccccc1 (stereo not drawn)	-1.2	5.6	3.0	-2.3	-4.8	0.7	0.4	-6.6	-8.8
COc1cc(/C=C/C(=O)OCC(=O)NC(=O)NC(C)(C)C)ccc1O	6.3	1.2	5.5	2.1	35.8	-3.6	5.0	0.9	0.3
CCOC(=O)NC(=O)C(=CNc1ccccc1C)C(=O)NC(=O)OCC	3.3	-2.5	6.6	-9.0	5.5	-1.4	1.4	1.7	-1.3

Structures from the list above that have an aryl thioether with sulfur outside any ring, in the order listed:
SMILES	Runt-SMMHC FRET	14-3-3 Bad inh	FXIIa inh	hK5 inh	Hck Nef HTS	Wee1 stabilizer	Runt-CBFb FRET	FXIa inh 1536	thrombin 1536
Cn1c(=O)c2c(nc(SCC(=O)c3ccc(F)cc3)n2C)n(C)c1=O	x	0.2	3.9	-0.1	21.1	-0.2	x	-3.3	-15.4
Cc1cc(C(=O)CSc2nnc(Cc3ccccc3)o2)c(C)n1Cc1ccc2c(c1)OCO2	-3.9	-3.3	15.5	3.1	2.0	-1.3	6.2	6.5	-0.3
O=C(CSc1nc(-c2ccco2)cc(C(F)(F)F)n1)NCCc1ccccc1	-4.2	3.5	-4.9	0.1	13.4	1.4	-7.7	-5.0	-8.5
CSCC[C@H](NC(=O)OC(C)(C)C)c1nnc(SCc2ccc(F)cc2)o1	-5.1	x	14.4	-4.2	0.4	-2.6	-2.6	0.5	-3.8
Cc1ccccc1-n1cnnc1SCC(=O)Nc1cccnc1Cl	-5.7	6.2	9.6	1.5	13.5	15.1*	-2.6	-3.0	-16.8
O=C(CSc1nnc(-c2cccs2)n1Cc1ccccc1)NCc1ccc2c(c1)OCO2	-1.1	-1.4	11.7	-8.3	1.9	-3.1	2.2	0.9	1.8
